Source: PubChem (several laboratories)
PG9 Ab binder – PG9 antibody binding by small molecule; inhibition, % at 6.7 µM; TR-FRET gp120-PG9 antibody binding; AID 624416; 0.43% of 360,000 active; in the data active means inhibition above about 8.5%
GC-A act – GC-A (human) enzyme activation. P16066. 0.14% of 370,000 active. AID 1671463. HEK293 GC-A cells, cGMP TR-FRET, EC30 ANP; 0% at EC30 ANP, 100% saturating ANP. activation, % at 10 µM; in the data active means activation above about 40%
mABHD4 FP – ABHD4 (mouse) inhibition, primary FP screen; Q8VD66; inhibition, % at 8.92 µM; 0.54% of 370,000 active; purified mABHD4, FP-Rh probe fluorescence polarization;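 active means inhibition exceeding the mean over every tested compound plus 3 SD, cut at about 30% in these data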;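 further: 0% = plate median of compound wells and 100% = S159A mutant with DMSO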
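assay system = mABHD4 protein | compound dosing = single nominal dose of 8.92 µM, 0.89% DMSO final | read-out basis = percent inhibition of probe binding, normalized to plate controls | schedule = Enzyme–compound pre-incubation 45 min, then probe 60 min, both 25 °C | detection = fluorescence polarization, excitation 525 nm, emission 598 nm, BODIPY TMR filters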
ASAP1 GAP inh – inhibitors of human ASAP1 ArfGAP activity; Q9ULH1; ASAP1-stimulated ARF1 GTP hydrolysis, GDP FP detection; inhibition, % at 16.5 µM; 0.19% of 360,000 active; AID 624377; in the data active means inhibition above about 25%;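 further: 0% = vehicle with enzyme and substrate and 100% = no enzyme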
Target sequence (Q9ULH1 325-724 limits assumed): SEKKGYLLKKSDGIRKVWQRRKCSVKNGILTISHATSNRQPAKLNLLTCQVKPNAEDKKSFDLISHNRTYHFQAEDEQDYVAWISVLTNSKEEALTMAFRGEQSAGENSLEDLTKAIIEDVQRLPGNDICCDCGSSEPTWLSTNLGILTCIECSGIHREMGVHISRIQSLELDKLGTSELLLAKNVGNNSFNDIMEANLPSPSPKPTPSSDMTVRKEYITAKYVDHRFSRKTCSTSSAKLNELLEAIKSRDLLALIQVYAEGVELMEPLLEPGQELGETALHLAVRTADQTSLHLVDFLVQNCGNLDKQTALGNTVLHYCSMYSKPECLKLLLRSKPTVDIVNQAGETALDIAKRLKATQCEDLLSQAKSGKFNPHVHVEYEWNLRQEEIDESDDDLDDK
HTRA1 inh – blocks human HTRA1 serine peptidase | recombinant HTRA1, FP-rhodamine activity-based probe, fluorescence polarization | inhibition, % at 5.96 µM | 0.5% of 340,000 active; in the data active means inhibition above about 36%;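 further: 0% = enzyme with DMSO and 100% = wells lacking enzyme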
Target sequence (Q92743 whole entry, looked up): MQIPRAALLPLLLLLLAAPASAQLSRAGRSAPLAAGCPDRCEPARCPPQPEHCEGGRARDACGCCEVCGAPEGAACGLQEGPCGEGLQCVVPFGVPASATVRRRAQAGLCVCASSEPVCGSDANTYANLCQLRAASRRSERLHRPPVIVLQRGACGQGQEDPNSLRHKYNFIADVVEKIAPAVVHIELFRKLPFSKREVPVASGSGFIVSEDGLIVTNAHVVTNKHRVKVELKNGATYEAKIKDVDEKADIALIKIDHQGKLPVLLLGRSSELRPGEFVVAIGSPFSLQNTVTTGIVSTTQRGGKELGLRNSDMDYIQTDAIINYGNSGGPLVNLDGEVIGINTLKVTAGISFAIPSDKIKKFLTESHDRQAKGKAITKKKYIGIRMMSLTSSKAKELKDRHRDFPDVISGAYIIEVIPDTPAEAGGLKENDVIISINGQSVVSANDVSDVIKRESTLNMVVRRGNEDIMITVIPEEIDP
rCAG RNA binder – molecules binding r(CAG) RNA repeats. r(CAG) RNA repeat, TO-PRO-1 dye displacement fluorescence. inhibition, % at 3 µM. 1.3% of 370,000 active. AID 651821;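 active means inhibition above the plate cutoff, the mean of all test compounds on that plate plus 3 SD, cut at about 35% in these data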;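 further: 0% = DMSO alone and 100% = 100 µM mitoxantrone as full dye displacement; higher means more dye released from RNA so lower well fluorescence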
GC-B act – GC-B (human) receptor activation | P20594 | HEK293-GC-B cells, CNP EC30, cGMP TR-FRET; 0% at EC30 CNP, 100% saturating CNP | activation, % at 10 µM | 0.11% of 370,000 active;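 active means activation at 10 µM reaching about 35% in either raw or pattern-adjusted values, limit read from the data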
NR1D1 modulator – modulates human Rev-erb alpha binding to DNA; P20393; Rev-erbα–FITC-DNA binding, fluorescence polarization, 90 min; activity, % at 10 µM; 0.79% of 370,000 active; AID 1259318;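 active means activity above about 14%, limit read from the data; passing the limit was not always enough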;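 further: 0% = DMSO wells with 35 nM protein and 100% = DMSO wells with 750 nM protein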
SMARCA2 activ – increases SMARCA2 function in MMTV reporter cells; MG213 cells, MMTV-luciferase reporter, dexamethasone, overnight; activation, % at 9.1 µM; 1% of 370,000 active; AID 652017; in the data active means activation above about 7.8%;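 further: 0% = vehicle wells and 100% = reference activator wells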
ARFGAP1 inhibitor – inhibits rat ARF GTPase activating protein 1; Q62848; AID 651572; 0.26% of 360,000 active; inhibition, % at 16.5 µM; Arfgap1-stimulated ARF1 GTP hydrolysis, GDP FP detection;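 active means inhibition above a per-plate limit, mean inhibition of low control wells plus 3 SD, cut at about 25% in these data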;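 further: 0% = DMSO wells with enzyme and 100% = wells lacking Arfgap1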
Target sequence (Q62848 1-136 limits assumed): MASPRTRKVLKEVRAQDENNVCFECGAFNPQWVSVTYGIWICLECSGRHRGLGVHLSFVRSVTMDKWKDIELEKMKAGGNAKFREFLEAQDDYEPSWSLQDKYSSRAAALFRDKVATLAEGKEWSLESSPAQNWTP
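System: truncated rat Arfgap1 GAP domain / Benchmarks: high control wells lacking Arfgap1, low control full reaction with DMSO / Times: compound-enzyme preincubation 20 min, reaction 120 min, detection 60 min, 25 °C / Repeats: one replicate per compound / Also added: human ARF1(Δ1-17)-GTP substrate / Measured by: Tracer-displacement fluorescence polarization with EDTA stop, 620/688 nm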
* marks the source's active call; other numbers are inactive results; · = no result given.

SMILES	PG9 Ab binder	GC-A act	mABHD4 FP	ASAP1 GAP inh	HTRA1 inh	rCAG RNA binder	GC-B act	NR1D1 modulator	SMARCA2 activ	ARFGAP1 inhibitor
O=C(COc1ccc(Cl)cc1)NCc1nnc(SCC(=O)NC2CCCCC2)o1	3.4	0	5	-1	-1	-2	-11	1	-2	8
Cc1cc(Cl)ccc1OCCCC(=O)N1CCCc2ccccc21	-0.8	-6	-14	2	-31	-1	-6	10	-2	6
CCOC(=O)c1cc(-c2ccc(C)o2)nn1CCC#N	0.0	2	2	10	-6	1	-3	1	0	5
Clc1ccc2nc(CSCc3ccccc3)cn2c1	0.8	-3	-5	-5	1	-3	3	3	0	8
CC(C)c1ccc(C(=O)CSc2n[nH]c(-c3ccncc3)n2)cc1	0.0	-2	-9	12	-10	6	-5	0	-3	5
CCOc1cc(S(=O)(=O)n2c(C)nc3ccccc32)ccc1F	-0.2	1	1	3	7	2	6	-1	-1	7
CCOC(=O)C1CCN(C(=O)/C=C/c2cc(OC)c(OC)c(OC)c2)CC1	0.7	-1	2	-13	0	-1	-2	3	-3	12
CC(C)(C)NC(=O)C(c1ccncc1)N(Cc1cccs1)C(=O)c1csnn1 (centres undefined)	1.5	4	-3	-16	3	4	5	0	-3	-13
CCOC(=O)Cc1nnc(NC(=O)CSc2nnc3c4ccccc4n(C(C)C)c3n2)s1	-1.0	3	3	10	-10	3	2	4	3	7
CC(=O)Nc1cccc(-c2ccnc3c2CC(C(=O)Nc2cccnc2)O3)c1 (centres undefined)	-0.5	-1	4	4	·	-1	-1	1	0	-2
Cc1ccc2nc(C(=O)N3CCc4c([nH]c5ccccc45)C3c3ccccn3)cn2c1 (centres undefined)	-0.6	-5	-10	-5	-12	-1	-3	-1	-2	10
CC1NC(=S)N(Cc2ccccc2)C1=O (centres undefined)	0.1	3	1	1	4	1	2	-1	-3	3
O=C(NCc1cccc(F)c1)C1CCC(=O)N(C2CCCC2)C1 (centres undefined)	-1.1	1	-10	22	3	0	-2	3	-1	15
CC(C)C[C@H]1CNC(=S)N1CC1CCN(CCCCc2ccccc2)CC1	0.1	-2	0	-1	1	-2	6	4	-3	5
COc1ccc(/C=C2\SC(=S)N(CCC(=O)NCCCN3CCOCC3)C2=O)cc1	-5.7	0	4	-3	-2	5	2	-4	-3	12
Cc1cc(N2CCN(Cc3ccc4c(c3)OCO4)CC2)n2ncnc2n1	0.1	1	8	-3	8	-7	4	4	-3	-7
COC(=O)c1c(C(=O)OC)c2cccc3cc(-c4ccccc4)c4ccc1c4n32	1.6	0	36*	14	39*	11	-3	-30	1	5
COCCCNC(=O)C1CC(=O)N(CCc2ccc(F)cc2)C1 (centres undefined)	-0.9	-3	-4	-2	-2	-2	5	4	2	-4
COc1ccc(CC(=O)Nc2ccc3c(c2)CCC3)cc1	-0.6	-1	2	5	-7	2	0	3	-2	9
COc1ccc(OC)c(-c2nc3ccccc3nc2-c2ccccc2)c1	-2.5	-18	-10	17	-7	-4	-13	2	0	1
COc1ccc(N2CC(C)(C)[C@H](CC(=O)Nc3ccccc3)C2=O)cc1	0.1	3	5	-5	-1	0	-2	-1	-1	4
Cc1nc(CCNC(=O)C2CCC(=O)N(Cc3ccc(Cl)cc3)C2)sc1C (centres undefined)	1.3	2	-5	-2	0	-4	-5	1	-2	10
COc1ccc(C(O)c2nccn2Cc2ccccc2)cc1 (centres undefined)	1.9	0	4	-2	-5	-1	4	-3	0	-16
CC(Sc1cccc[n+]1[O-])C(=O)Nc1cccc(S(=O)(=O)N2CCOCC2)c1 (centres undefined)	0.9	-2	9	6	4	-1	8	-3	-4	2
COc1ccc2c(c1)c(C(C)=O)c(C)n2C	-1.3	1	1	2	4	-2	5	-1	4	12

Another view of some results above:
| mol | PG9 Ab binder | GC-A act | mABHD4 FP | ASAP1 GAP inh | HTRA1 inh | rCAG RNA binder | GC-B act | NR1D1 modulator | SMARCA2 activ | ARFGAP1 inhibitor |
| --- | --- | --- | --- | --- | --- | --- | --- | --- | --- | --- |
| COCCCNC(=O)C1CC(=O)N(CCc2ccc(F)cc2)C1 (centres undefined) | -0.9 | -3 | -4 | -2 | -2 | -2 | 5 | 4 | 2 | -4 |
| COc1ccc(CC(=O)Nc2ccc3c(c2)CCC3)cc1 | -0.6 | -1 | 2 | 5 | -7 | 2 | 0 | 3 | -2 | 9 |
| COc1ccc(OC)c(-c2nc3ccccc3nc2-c2ccccc2)c1 | -2.5 | -18 | -10 | 17 | -7 | -4 | -13 | 2 | 0 | 1 |
| COc1ccc(N2CC(C)(C)[C@H](CC(=O)Nc3ccccc3)C2=O)cc1 | 0.1 | 3 | 5 | -5 | -1 | 0 | -2 | -1 | -1 | 4 |
| Cc1nc(CCNC(=O)C2CCC(=O)N(Cc3ccc(Cl)cc3)C2)sc1C (centres undefined) | 1.3 | 2 | -5 | -2 | 0 | -4 | -5 | 1 | -2 | 10 |
| COc1ccc(C(O)c2nccn2Cc2ccccc2)cc1 (centres undefined) | 1.9 | 0 | 4 | -2 | -5 | -1 | 4 | -3 | 0 | -16 |

The main list resumes, repeating the 5 entries before the break.
SMILES	PG9 Ab binder	GC-A act	mABHD4 FP	ASAP1 GAP inh	HTRA1 inh	rCAG RNA binder	GC-B act	NR1D1 modulator	SMARCA2 activ	ARFGAP1 inhibitor
COc1ccc(N2CC(C)(C)[C@H](CC(=O)Nc3ccccc3)C2=O)cc1	0.1	3	5	-5	-1	0	-2	-1	-1	4
Cc1nc(CCNC(=O)C2CCC(=O)N(Cc3ccc(Cl)cc3)C2)sc1C (centres undefined)	1.3	2	-5	-2	0	-4	-5	1	-2	10
COc1ccc(C(O)c2nccn2Cc2ccccc2)cc1 (centres undefined)	1.9	0	4	-2	-5	-1	4	-3	0	-16
CC(Sc1cccc[n+]1[O-])C(=O)Nc1cccc(S(=O)(=O)N2CCOCC2)c1 (centres undefined)	0.9	-2	9	6	4	-1	8	-3	-4	2
COc1ccc2c(c1)c(C(C)=O)c(C)n2C	-1.3	1	1	2	4	-2	5	-1	4	12
Cc1csc2nc(CNS(=O)(=O)c3ccc4c(c3)CCCC4)cn12	-3.1	4	6	11	2	2	-6	6	-3	11
O=C(N=C1SC2CS(=O)(=O)CC2N1c1ccc(F)c(Cl)c1)C1CCCO1 (centres undefined)	-0.7	-2	0	-2	-2	-1	-3	0	-2	0
CO[C@@H]1CN(C)C(=O)c2cc(NC(=O)Nc3cc(F)ccc3F)ccc2OC[C@H](C)N(C(=O)c2cnccn2)C[C@@H]1C	-0.7	4	8	3	·	8	-3	-4	-3	12
CC(C)(C)c1ccc(OCCCNCc2ccccc2)cc1	2.5	-2	15	2	-5	0	-2	2	-1	0
CCOc1ccccc1NC(=O)CN1C(=O)CSC(C)C1=O (centres undefined)	0.8	4	7	-18	3	4	0	2	-4	13
O=C1COc2ccc(C(=O)COC(=O)CCSc3ccc(Cl)cc3)cc2N1	13*	1	-4	-11	-12	4	0	17	-4	0
O=C(CSc1nnc2ccccn12)Nc1nsc(-c2ccccc2)n1	1.8	6	1	-4	3	-1	0	1	-1	4
CC1CC(C)CN(C(=O)CCCn2c(=S)[nH]c3ccccc3c2=O)C1 (centres undefined)	-1.7	-1	-3	6	-11	-6	-3	0	4	4
C[C@@H]1CN([C@H](C)CO)C(=O)CCCn2nncc2CO[C@H]1CN(C)C(=O)Nc1ccc2c(c1)OCO2	-0.3	4	7	-3	0	2	4	-2	-5	-9
Cc1cc(C)nc(SC2CCCCC2NS(=O)(=O)c2ccc(Cl)cc2)n1 (centres undefined)	1.7	-11	-23	14	-19	2	-4	6	-3	-17
CCNc1nc(NCC)n2c(SC(C(=O)Nc3cc(C)ccc3C)c3ccccc3)nnc2n1 (centres undefined)	-1.3	-29	1	-3	-44	-5	-13	-2	-2	-8
CC(C)(N[C@@H](Cc1ccccc1)C(=O)NCC(c1ccccc1)c1ccccc1)C(=O)NC1CCCCC1	·	-7	-7	·	·	·	-10	-4	·	·
Cc1c(C(=O)O)sc(S(=O)(=O)N2CCN(C(=O)CCc3ccccc3)CC2)c1C(=O)O	0.2	4	10	-6	-7	-1	2	0	-2	-3
C=CCOc1ccc(Br)cc1CNCCO	-0.7	-31	5	-8	-2	3	-18	-1	0	6
COc1ccccc1C(=O)N/N=C(\C)CC(=O)Nc1ccc2c(c1)OCCO2	-2.2	2	0	-15	4	6	-3	0	0	7
CC(C)C(=O)Nc1ccc(C(=O)N2CCCCCC2)cc1	-2.3	2	3	1	6	-4	3	4	4	4
COc1ccc(CCC(C)Nc2ccccc2F)cc1 (centres undefined)	0.8	-1	0	-13	0	-1	-4	-3	0	1
CC(C)(C)c1ccc(O)c(/C=N\O)c1	-1.2	-2	2	-1	4	6	1	-3	4	9
COc1ccc(N(CN2C(=O)c3ccccc3C2=O)C(=O)COc2ccc(Cl)cc2Cl)cc1	-0.2	-8	0	-2	-43	-2	-7	-1	-3	6
COC(=O)c1ccc(CNC(=O)COC(=O)CCC(=O)c2ccc(F)cc2)cc1	-0.7	2	2	-19	0	3	1	-3	-3	-1
CC(C)CN(C(=O)CCC(=O)OCC(=O)c1ccc(F)c(F)c1)c1c(N)n(CC(C)C)c(=O)[nH]c1=O	0.4	-2	-4	-5	-4	0	-3	-5	-3	-2
Cc1ccccc1-c1nc2cc(NC(=O)C3CC3)ccc2o1	0.3	14	-5	7	-32	-1	-9	-8	5	9
CCCCN(C)CCCNC(=O)CN1C(=O)COc2ccc(S(=O)(=O)N3CCOCC3)cc21	0.2	-1	3	12	3	-2	0	-1	-3	-8
O=C(O)c1ccc(NS(=O)(=O)/C=C/c2ccccc2)cc1O	0.4	-4	-9	10	0	13	0	2	-4	14
CCCCC1OC2(C)OC(=N)C1(C#N)C(C#N)(C#N)C2c1ccccc1 (centres undefined)	-0.1	-4	30*	20	6	1	-1	-3	-1	1
CCCCc1ccc(NC(=O)COCC)cc1	0.0	0	-3	3	-2	-3	0	6	8.1*	0
CC1CCCCN1Cc1ccc(N)cc1 (centres undefined)	1.7	0	-4	7	6	-3	4	-6	-2	10
CCOC(=O)Cn1cc(CN2CCS(=O)(=O)N(Cc3ccc(Cl)cc3)C(C(=O)OC)C2)nn1 (centres undefined)	·	5	2	·	·	6	-1	-5	-5	·
O=C(NC1CC2CCCC(C1)N2C(=O)Nc1ccccc1F)C1CC1 (centres undefined)	-2.0	-1	-5	7	0	-1	-5	1	2	6
